STAT3 activator – activators of IL-6 induced STAT3 signaling; activation (% of control), % at 5.6 µM; 190,000 compounds, 0.91% hits; AID 871; U3A cells, IL-6 STAT3-luciferase reporter, luminescence; 100% = signal with IL-6 EC80 alone;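 active = activation above the screen-wide mean of compound activation plus 3 SD, cut at about 130% in these data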;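 note: 0% = background luminescence of wells with medium and substrate only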
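Material: STAT3-luciferase reporter U3A cells. Controls: IL-6-treated wells, 100% activation. Read-out: % activation versus median of IL-6-stimulated wells. Probe or stimulus: IL-6 stimulus at 33 ng/mL final. Timing: compound 1 h, then IL-6 6 h at 37 °C. Signal: reporter luminescence signal.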
PPARg SRC-2 ag – agonists of SRC-2 recruitment by human PPARgamma | PPARgamma LBD-SRC-2 recruitment, biochemical | activation, % at 8 µM | 200,000 compounds, 0.34% hits | AID 1032; in the data active = activation above about 22%;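 note: 0% = vehicle and 100% = reference agonist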
TLR4 MyD88 comp – TLR4-MyD88 interaction inhibition in cells; O00206+Q99836; HeLa CL3-4 TLR4/MyD88 BLA complementation, FRET ratio; inhibition, % at 8.4 µM; 200,000 compounds, 0.18% hits; AID 861; in the data active = inhibition above about 25%;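 note: 0% = vehicle and 100% = reference inhibitor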
Target sequence (O00206 whole entry, looked up): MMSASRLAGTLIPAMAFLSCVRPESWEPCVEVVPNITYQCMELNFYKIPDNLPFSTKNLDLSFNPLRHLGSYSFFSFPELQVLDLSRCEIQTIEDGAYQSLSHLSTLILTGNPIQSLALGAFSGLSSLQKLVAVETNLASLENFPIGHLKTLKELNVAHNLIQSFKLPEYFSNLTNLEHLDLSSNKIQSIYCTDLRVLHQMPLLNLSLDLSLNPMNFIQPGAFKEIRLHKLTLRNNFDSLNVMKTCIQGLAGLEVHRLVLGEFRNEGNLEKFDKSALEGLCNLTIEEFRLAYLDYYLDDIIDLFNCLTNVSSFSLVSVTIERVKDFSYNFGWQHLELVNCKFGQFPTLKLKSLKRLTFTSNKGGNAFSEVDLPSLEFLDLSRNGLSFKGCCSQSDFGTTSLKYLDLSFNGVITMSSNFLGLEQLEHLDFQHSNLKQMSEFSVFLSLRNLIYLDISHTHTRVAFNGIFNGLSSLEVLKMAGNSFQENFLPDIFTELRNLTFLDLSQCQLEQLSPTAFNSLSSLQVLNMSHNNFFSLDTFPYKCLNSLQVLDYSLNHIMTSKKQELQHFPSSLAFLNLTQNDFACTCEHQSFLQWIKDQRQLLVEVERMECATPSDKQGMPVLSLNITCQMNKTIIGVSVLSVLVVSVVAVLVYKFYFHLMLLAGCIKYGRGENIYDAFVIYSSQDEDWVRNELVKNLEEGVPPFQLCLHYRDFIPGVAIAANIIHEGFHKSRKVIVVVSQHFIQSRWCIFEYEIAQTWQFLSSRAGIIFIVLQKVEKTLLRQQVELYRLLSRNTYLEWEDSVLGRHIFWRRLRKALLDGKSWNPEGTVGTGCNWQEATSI
Target sequence (Q99836 whole entry, looked up): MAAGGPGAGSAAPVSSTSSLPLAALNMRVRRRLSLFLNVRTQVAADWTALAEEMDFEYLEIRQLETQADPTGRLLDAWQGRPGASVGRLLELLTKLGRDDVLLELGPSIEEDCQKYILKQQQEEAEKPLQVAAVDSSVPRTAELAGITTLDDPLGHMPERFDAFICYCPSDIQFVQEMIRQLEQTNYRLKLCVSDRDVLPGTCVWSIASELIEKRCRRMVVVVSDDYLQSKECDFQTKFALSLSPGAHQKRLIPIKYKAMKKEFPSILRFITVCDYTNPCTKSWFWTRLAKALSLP
PPARg SRC-1 ag – agonists of human PPARgamma SRC-1 coactivator recruitment; P37231; PPARgamma-SRC-1 coactivator recruitment biochemical assay; activation, % at 8 µM; 200,000 compounds, 0.41% hits; AID 631; in the data active = activation above about 19%;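 note: 0% = DMSO and 100% = reference agonist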
PPARg SRC3 recr – agonists of human PPARgamma SRC-3 coactivator recruitment | P37231 | biochemical PPARgamma/SRC-3 coactivator recruitment assay | activation, % at 8 µM | 200,000 compounds, 0.26% hits | AID 731; in the data active = activation above about 23%;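 note: 0% = DMSO and 100% = reference agonist; some compounds past the cut are filed as inactive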
STAT3 inh – reduces IL-6 driven STAT3 reporter signal | inhibition, % at 5.5 µM | U3A cells, IL-6 STAT3-luciferase reporter, luminescence; host cell line lacks STAT1 | 190,000 compounds, 0.89% hits;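 active = inhibition above the mean inhibition across all screened compounds plus 3 SD, cut at about 44% in these data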;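 note: 0% = DMSO only wells and 100% = 100 µM nifuroxazide control wells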
STAT1 blocker – inhibitors of IFN-gamma induced STAT1 signaling. NIH 3T3 STAT1-luciferase reporter, luminescence. inhibition, % at 5.5 µM. 200,000 compounds, 0.35% hits. AID 920;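 active = inhibition above a set limit, the mean inhibition across all tested compounds plus 3 SD, cut at about 34% in these data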;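 note: 0% = IFN-gamma with DMSO and 100% = IFN-gamma with 300 µM nifuroxazide; values of inactives mirror those of a sister screen read the other way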
SRC2 TRFRET art – flags TR-FRET format artefacts in PPARgamma SRC-2 recruitment agonist screen | TR-FRET artefact counter-screen; active compounds read high | TR-FRET ratio at 8 µM | 200,000 compounds, 0.4% hits | AID 1049; in the data active = TR-FRET ratio above about 2000; note: inactives centre near 1500
RAM inhibit – yeast RAM network inhibition. inhibition, % at 50 µM. S. cerevisiae dse1pr::URA3 reporter, 5-FOA growth OD615, 2 d; analog-sensitive cbk1-as2 kinase mutant strain. AID 868. 190,000 compounds, 1.8% hits;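 active = inhibition above a set limit, 3 SD over mean compound inhibition, cut at about 8.4% in these data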;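 note: 0% = DMSO-only wells with no growth and 100% = 10 µM 1-NA-PP1 full growth; inhibition rescues growth on 5-FOA so higher OD means more RAM inhibition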
ROMK mod – modulators of human ROMK potassium channel | B-score at 10 µM | Tet-inducible ROMK, thallium flux fluorescence; actives lie on both sides | AID 1918 | 130,000 compounds, 2% hits;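 active = signal ratio slope over the read window, or its plate-corrected B-score, at least 3 SD from the plate mean, either direction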;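 note: B-score of the F/F0 ratio slope over 7 to 12 s after thallium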
S1P3 antagonist – antagonists of human S1P3 receptor. CHO S1P3 NFAT-BLA reporter, FRET fluorescence, antagonist mode. inhibition, % at 4.98 µM. 170,000 compounds, 0.27% hits;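 active = inhibition above the plate cutoff, the mean inhibition of test wells on that plate plus 3 SD, cut at about 28% in these data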;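 note: cells challenged with S1P at its EC80 of 0.8 µM; blue over green emission ratio from cleaved BLA substrate after 4 h stimulation; 0% = S1P-stimulated wells and 100% = unstimulated DMSO-only wells; some compounds past the cut are filed as inactive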
* marks the source's active call; other numbers are inactive results; . = no result given.

canonical_smiles	S1P3 antagonist	RAM inhibit	PPARg SRC3 recr	STAT1 blocker	STAT3 inh	STAT3 activator	PPARg SRC-1 ag	SRC2 TRFRET art	TLR4 MyD88 comp	PPARg SRC-2 ag	ROMK mod
Cc1ccc(/C=N/NC(=O)c2cccc(S(=O)(=O)Nc3ccccc3Cl)c2)o1	-11.5	1.6	5.1	-1.1	1.5	96.7	4.0	1659	-5.6	5.5	0.328
O=C1c2cccc3cccc(c23)C(=O)N1CC1CCN(S(=O)(=O)c2ccc(F)cc2)CC1	-3.6	4.0	-1.1	3.3	-6.1	102.9	2.5	1721	-3.1	3.3	0.603
COc1ccccc1-c1nnc(SC)n1C	-30.4	0.6	3.2	2.0	7.4	94.9	8.7	1621	8.7	13.6	0.195
O=C(c1ccco1)N1CCN(C(c2ccc(Cl)cc2)c2nnnn2CC2CCCO2)CC1 (stereo not drawn)	-21.9	-1.6	-17.3	4.7	7.2	97.4	-11.3	1472	9.0	-12.9	0.186
Cc1ccc(N2CC(C(=O)Nc3ccccc3C(=O)NC3CCCCC3)CC2=O)cc1 (stereo not drawn)	.	6.9	9.3	3.1	-1.5	101.0	4.1	1541	-2.4	3.1	.
O=C1C2C3C=CC(CNS(=O)(=O)c4ccccc4[N+](=O)[O-])(O3)C2C(=O)N1c1ccccc1 (stereo not drawn)	12.0	0.1	3.7	1.8	13.8	92.3	5.8	1730	-8.6	9.2	0.382
O=S(=O)(NC1CCCCC1Nc1ccc(Cl)cc1)c1ccccc1 (stereo not drawn)	5.3	1.6	4.0	9.9	-2.1	99.6	7.8	1627	-17.1	3.2	-0.191
CCOc1ccccc1NC(=S)N1CCC(NC(=O)NC23CC4CC(CC(C4)C2)C3)CC1	.	3.5	-2.5	-1.5	-3.0	107.0	-7.8	1575	-5.1	-2.5	.
N#C/C(=C\c1cccnc1)C(=O)Nc1cccc2ccccc12	-23.5	-1.6	3.5	3.7	-12.5	112.4	-1.3	1400	-3.4	-0.3	-2.45*
Cn1cnnc1Sc1nc2c(c(=O)n(C)c(=O)n2C)n1Cc1ccccc1Cl	-20.3	0.7	2.1	3.6	3.5	98.8	2.3	1452	-4.9	17.8	.
CSc1sccc1/C=N/NC(=O)c1ccncc1	-12.7	0.4	0.7	4.8	5.9	93.4	-0.5	1584	-4.7	7.9	1.04
O=C(COc1cccc2ccccc12)NNC(=O)CSCCO	9.5	0.9	1.1	2.0	2.5	97.8	6.8	1494	-7.1	6.1	0.777
O=C1Nc2ccccc2/C1=C/C(=O)c1cccs1	.	-0.5	2.5	0.6	-35.1	134.3*	11.5	1725	5.1	13.4	-5.62*
COc1ccc(C(=O)NCc2nnc(SCC(=O)Nc3ccc4c(c3)OCO4)o2)cc1	-28.5	6.4	1.3	-14.5	-1.2	102.8	4.6	1695	-3.9	-8.5	-0.483
CCCCCn1c(SCC2CCCO2)nc2cc(C(=O)N3CCC(C(N)=O)CC3)ccc2c1=O (stereo not drawn)	.	1.7	4.8	9.1	12.9	91.8	-0.6	1603	-18.1	6.0	0.0963
CCOc1c(Cl)cc(CNCC(O)c2ccccc2)cc1OC (stereo not drawn)	-5.3	1.2	-2.4	-0.6	12.0	98.4	0.2	1342	-18.5	-5.8	-0.134
CCc1ccc(Nc2nc(N)nc(CSc3nc4ccccc4s3)n2)cc1	-11.3	6.5	-2.5	-3.4	-9.1	103.2	6.7	1676	-7.2	7.4	.
O=[N+]([O-])c1ccccc1/C=N/Nc1nccnc1Cl	.	2.0	-10.4	-20.6	1.9	107.2	4.7	1574	-1.7	1.9	.
CN(c1ccccc1C(=O)Nc1cccc([N+](=O)[O-])c1)S(C)(=O)=O	-14.7	1.0	2.7	-6.6	-1.2	103.1	3.3	1579	1.7	2.8	1.01
CCOC(=O)c1c(N2C(=O)Nc3ccccc3N2O)n[nH]c1-c1cccc(OC)c1	1.5	3.3	1.2	-21.5	2.8	99.0	4.4	1755	3.9	0.2	.
Cc1ccc(NC(=S)Nc2ccc(F)cc2)c(C)c1	3.1	-0.8	0.0	13.6	7.3	97.2	-5.4	1629	9.2	8.3	-0.783
CCOC(=O)CSc1nnc(CNC(=O)c2cccs2)n1-c1cc(OC)ccc1OC	-5.4	1.0	1.3	-4.1	0.7	103.6	3.8	1643	-5.5	6.6	.
c1csc(CNc2ccc3c(c2)OCCO3)c1	-7.0	-0.5	3.5	15.8	85.5*	27.7	-2.8	1372	8.8	12.5	0.559
CCOP(C)(=O)C1(C(=O)OCc2ccccc2)CC1 (stereo not drawn)	-12.9	1.2	4.5	-4.5	2.7	103.3	11.4	1510	5.5	5.6	.

STAT3 activator: entries above that show a hit.
molecule	S1P3 antagonist	RAM inhibit	PPARg SRC3 recr	STAT1 blocker	STAT3 activator	PPARg SRC-1 ag	TLR4 MyD88 comp	PPARg SRC-2 ag	ROMK mod
O=C1Nc2ccccc2/C1=C/C(=O)c1cccs1	.	-0.5	2.5	0.6	134.3*	11.5	5.1	13.4	-5.62*

(cont.)
canonical_smiles	S1P3 antagonist	RAM inhibit	PPARg SRC3 recr	STAT1 blocker	STAT3 inh	STAT3 activator	PPARg SRC-1 ag	SRC2 TRFRET art	TLR4 MyD88 comp	PPARg SRC-2 ag	ROMK mod
CN(C)C(CNC(=O)CCCc1c[nH]c2ccccc12)c1ccco1 (stereo not drawn)	-6.4	-1.0	6.7	-2.5	16.1	92.7	-1.8	1539	6.0	5.2	.
CN1CCN(c2ccccc2NC(=O)c2ccc(-c3ccc(Cl)cc3Cl)o2)CC1	.	3.2	0.3	-0.1	3.8	101.6	0.4	1363	-17.9	-2.8	0.0259
O=C(O)c1ccc(CSCc2ccco2)cc1	.	-0.7	7.2	-3.6	3.3	100.8	-0.2	1702	4.5	1.6	.
Cc1ccc(CN2CCN(CC(=O)NCc3ccc(Cl)cc3)C2=O)cc1	.	0.2	-4.7	8.1	-3.2	102.5	4.8	1475	3.6	8.8	-0.585
CC(C1CC1)N(C(=O)c1ccccc1O)c1ccccc1 (stereo not drawn)	-74.1	0.1	-6.5	-4.8	-8.6	113.2	-3.1	1498	7.6	4.1	.
O=C(CCC1CCCC1)Nc1ccc(Br)cn1	51.1	2.9	-0.7	-29.3	-1.8	103.1	3.5	1328	1.7	3.6	.
CCOc1ccc(C(=O)NCC(=O)OCc2c(F)cccc2Cl)cc1	11.7	6.5	0.2	-2.8	4.8	98.3	1.7	1671	-3.1	0.5	.
CC1CCCC(NC(=O)COC(=O)CCC2CCCC2)C1C (stereo not drawn)	.	-1.4	9.4	5.7	-1.6	102.3	6.1	1653	-2.7	-1.5	0.448
Cc1ccsc1C=Nc1c(C)n(C)n(-c2ccccc2)c1=O	8.3	-0.5	5.3	5.4	13.0	92.7	-6.3	1752	9.2	3.1	0.0381
O=C(c1ccco1)N(Cc1ccc([N+](=O)[O-])cc1)c1ccc(Cl)cc1	.	3.8	-9.3	3.5	7.0	103.8	-3.1	1682	14.6	4.9	.
Cc1cccc(OCC(=O)Nc2cccc(-c3nnc(-c4ccccc4)o3)c2)c1C	-3.2	2.5	-1.7	-32.4	17.7	88.8	-6.2	1538	-8.4	4.5	1.18
COc1ccc(/C=N/NC(=O)c2cccc(NC(=O)c3ccccc3Cl)c2)cc1OC	-11.7	3.3	-2.8	5.0	12.2	94.7	0.1	1606	0.8	0.0	-0.43
CC(C)(C)NC(=S)NCc1ccco1	-7.8	-0.4	1.7	-1.2	0.5	104.4	-3.5	1397	2.6	-5.4	.
N#CCCn1nc(-c2ccc(Br)cc2)cc1Nc1ccccc1NC(=O)C(F)(F)F	3.3	10.1*	-0.3	8.9	-6.5	105.5	4.6	1448	0.9	2.2	-0.842
CCOc1cc(C=C(C(=O)OC)C(=O)OC)ccc1OCc1ccc([N+](=O)[O-])cc1	.	2.7	8.4	5.0	6.2	100.8	2.9	1589	-3.2	2.0	.
O=C(OCc1cc2ccccc2[nH]c1=O)C1CCCCC1	3.6	1.6	2.1	6.6	6.0	98.4	-5.7	1473	6.0	1.5	.
Cc1ccc(CN2C3CCCC2CC(NC(=O)c2ccc(C)cc2)C3)cc1 (stereo not drawn)	-16.4	-0.4	-0.1	1.9	7.8	96.8	6.8	1615	10.2	3.0	-2.75*
Cc1cccc(NC(=S)NNC(=O)c2ccccc2Br)c1	-11.5	1.4	3.0	-4.8	6.9	94.4	0.9	1720	-3.2	8.8	0.575
CCOC(=O)N1CCN(Cc2nc(-c3cccs3)no2)CC1	-5.5	0.6	-0.4	-2.5	-3.4	106.9	-1.4	1436	6.7	1.7	-0.666
CCN1C(=O)c2ccc(C(=O)Nc3ncc(C)s3)cc2C1=O	-8.6	0.2	2.2	-16.8	41.4	67.6	2.9	1484	8.3	7.1	-0.116
O=C(CNC(=O)c1ccccn1)N/N=C/c1ccccc1	.	1.6	0.1	-3.6	22.7	85.3	0.9	1390	-9.1	-2.0	0.0244
CCOc1ccc(CCNS(=O)(=O)c2cccc3nsnc23)cc1OCC	28.8	-1.0	10.1	-1.8	-20.5	119.2	-2.3	1462	0.9	9.0	.
O=C(CCC1=NS(=O)(=O)c2ccccc2N1)NC1CCCCCCC1	-0.1	0.0	8.1	-6.5	5.7	98.3	2.3	1661	4.7	5.6	.
